M. tuberculosis HTS: M. tuberculosis growth inhibition, HTS (AID 449762); M. tuberculosis H37Rv growth inhibition, 7H9 media; higher % means a stronger effect; actives 0.59% (n = 330,000); inhibition, % at 25 µM, or IC50 in µM where a hit was titrated; in the data active = a potency from the dose series; inconclusive = inhibition above about 70% without an active follow-up result;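 also: bacterial growth assessed after seven days of incubation; strong numbers were not always called active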
Salmonella PhoP GFP: PhoP regulon inhibitors, Salmonella typhi PhoP promoter GFP reporter, confirmatory (AID 1850); Salmonella Typhi PhoP-promoter GFP reporter, fluorescence, 4 h; higher % means a stronger effect; inhibition, % at 50 µM; hits with a dose series show IC50 in µM; actives 0.33% (n = 310,000); in the data active = a potency from the dose series; inconclusive = inhibition mostly from about 25% at the one dose, without a potency; inactive = the rest, 99 in 100 with inhibition below about 19%;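 also: 0% = induced wells with vehicle and 100% = uninduced wells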
tuberculosis growth: growth inhibition of non-replicating M. tuberculosis (AID 488890); one-dose inhibition, % at 25 µM; IC50 in µM for titrated hits; actives 0.39% (n = 320,000); Mycobacterium tuberculosis non-replicating, growth inhibition; higher % means a stronger effect; in the data active = a potency from the dose series; inconclusive = inhibition mostly from about 82% at the one dose, without a potency; inactive = the rest, 99 in 100 with inhibition below about 76%;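 also: plate controls were DMSO cells for no effect and high antibiotic wells for full effect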
influenza NS1A: H1N1 influenza NS1A inhibitors, functional cell based assay (AID 504329). NS1A functional cell-based assay, percent inhibition; higher % means a stronger effect. inhibition, % at 12.5 µM; hits with a dose series show IC50 in µM. actives 0.3% (n = 340,000); in the data active = a potency from the dose series; inconclusive = inhibition above about 27% without an active follow-up result; also: strong numbers were not always called active
VEEV TC-83 Vero: inhibitors of VEEV TC-83 cytopathic effect, confirmation, Vero cells (AID 588727); Vero cells, VEEV TC-83 cytopathic effect inhibition; higher % means a stronger effect; inhibition, % at 20 µM; hits with a dose series show IC50 in µM; actives 0.13% (n = 350,000); in the data active = a potency from the dose series; inconclusive = inhibition mostly from about 14% at the one dose, without a potency; inactive = the rest, 99 in 100 with inhibition below about 12%; also: strong numbers were not always called active
VEEV TC-83 Vero 10K pilot screen: also measured in VEEV TC-83 Vero; calls as there; inhibition, %; measured here: 10K pilot screen inhibition
An asterisk follows results filed as active; i = inactive; ? = inconclusive; . = not tested or not shown.

SMILES | M. tuberculosis HTS | Salmonella PhoP GFP | tuberculosis growth | influenza NS1A | VEEV TC-83 Vero | others
CSc1ccccc1NC(=O)COC(=O)CCc1ccccc1 | -6.8% | -10.1% | 13.8% | -8.4% | i
COc1ccc(CC(=O)Nc2cc(S(C)(=O)=O)ccc2Cl)cc1S(=O)(=O)N1CCOCC1 | . | . | . | -11.4% | 3.4%
COc1ccc(S(=O)(=O)N/N=C\c2ccc([N+](=O)[O-])o2)c(OC)c1 | ? | -0.2% | 65.1% | -10.4% | 1.1%
CC(CN(C)C)CN1c2ccccc2CCc2ccccc21 (stereo not given) | 0.6% | 4.0% | 22.1% | -3.6% | i
CCOc1ccc(N(CC(=O)Nc2ccccc2OC)S(=O)(=O)c2ccccc2)cc1 | -0.3% | -3.0% | 4.4% | 2.1% | 2.5%
COc1ccccc1CNC(=O)COC(=O)C1CCN(S(=O)(=O)c2ccccc2)CC1 | 4.9% | -0.7% | -12.5% | -5.5% | i
COc1ccccc1N1CCN(C2CCCN(C(=O)c3ccoc3)C2)CC1 (stereo not given) | 1.2% | -14.9% | 5.0% | 4.4% | i
CCc1ccc(-n2nnnc2SCC(=O)Nc2ccc(NC(C)=O)cc2)cc1 | 8.9% | 3.2% | -12.6% | -1.0% | i
CCN(CC)CCNC(=O)c1ccc(NC(=O)Cc2cccc3ccccc23)cc1 | -3.9% | 4.4% | 9.0% | 8.5% | 0.4%
C#CCOC(=O)Nc1cnccc1C(F)(F)F | 2.5% | -22.0% | -11.3% | -16.2% | 0.5%
C(=N\c1nc2ccccc2[nH]1)/c1cccs1 | -13.2% | -6.3% | -4.6% | -1.6% | 4.5%
Cc1c(NS(=O)(=O)c2ccc3c(c2)NC(=O)CC(=O)N3)cccc1[N+](=O)[O-] | 0.6% | -0.8% | 6.7% | 4.3% | 3.1%
O=C1NCCN/C1=C\C(=O)c1ccc(Cl)cc1 | -1.9% | 9.3% | -2.1% | . | 1.4%
CCOC(=O)C1C(=O)CC(C)(O)C(C(=O)OCC)C1c1ccco1 (stereo not given) | -2.2% | -3.8% | 0.2% | 1.1% | 2.7% | VEEV TC-83 Vero 10K pilot screen=0.9
COC(=O)c1[nH]c(C)c(/C(O)=C2\C(=O)C(=O)N(CCN(C)C)C2c2cccc(OC)c2OC)c1C (stereo not given) | -1.7% | -14.3% | 9.3% | -4.8% | i
Cc1cccc(C)c1N1C(=O)CN(Cc2ccccc2)C1=S | 2.2% | 5.2% | 4.4% | 0.3% | 0.3%
CC1CC(CC(=O)NC(=S)Nc2ccccc2Cl)C(=O)O1 (stereo not given) | -2.2% | -6.7% | -15.0% | 7.6% | 0.1%
Nc1c(C(=O)N2CCCCC2)sc2nc3c(cc12)CCCC3 | -3.0% | 3.4% | -2.5% | -3.1% | 3.8%
CCc1ccccc1N1C[C@@]23C=C[C@@H](O2)C(C(=O)OCC(C)C)[C@H]3C1=O (stereo not given in full) | 3.2% | -4.2% | 8.0% | 6.8% | 1.6%
COC(=O)c1cnc(Nc2ccc(Cl)cc2)c([N+](=O)[O-])c1 | -8.4% | 3.3% | 3.8% | 6.6% | i

For reference, 5 of the compounds above.
SMILES | M. tuberculosis HTS | Salmonella PhoP GFP | tuberculosis growth | influenza NS1A | VEEV TC-83 Vero | others
C(=N\c1nc2ccccc2[nH]1)/c1cccs1 | -13.2% | -6.3% | -4.6% | -1.6% | 4.5%
Cc1c(NS(=O)(=O)c2ccc3c(c2)NC(=O)CC(=O)N3)cccc1[N+](=O)[O-] | 0.6% | -0.8% | 6.7% | 4.3% | 3.1%
O=C1NCCN/C1=C\C(=O)c1ccc(Cl)cc1 | -1.9% | 9.3% | -2.1% | . | 1.4%
CCOC(=O)C1C(=O)CC(C)(O)C(C(=O)OCC)C1c1ccco1 (stereo not given) | -2.2% | -3.8% | 0.2% | 1.1% | 2.7% | VEEV TC-83 Vero 10K pilot screen=0.9
COC(=O)c1[nH]c(C)c(/C(O)=C2\C(=O)C(=O)N(CCN(C)C)C2c2cccc(OC)c2OC)c1C (stereo not given) | -1.7% | -14.3% | 9.3% | -4.8% | i

Fetched one by one from above:
SMILES | M. tuberculosis HTS | Salmonella PhoP GFP | tuberculosis growth | influenza NS1A | VEEV TC-83 Vero | others
CC1CC(CC(=O)NC(=S)Nc2ccccc2Cl)C(=O)O1 (stereo not given) | -2.2% | -6.7% | -15.0% | 7.6% | 0.1%
CCc1ccccc1N1C[C@@]23C=C[C@@H](O2)C(C(=O)OCC(C)C)[C@H]3C1=O (stereo not given in full) | 3.2% | -4.2% | 8.0% | 6.8% | 1.6%

(listing goes on)
SMILES | M. tuberculosis HTS | Salmonella PhoP GFP | tuberculosis growth | influenza NS1A | VEEV TC-83 Vero | others
COc1ccc(-c2nn(CC(=O)Nc3ccc(Cl)c(Cl)c3)c(=O)c3ccccc23)cc1 | 3.7% | -7.4% | 2.2% | 7.1% | 0.4%
Cc1cccc(CCNC(=O)CN(C)S(=O)(=O)c2cnc[nH]2)c1 | 0.6% | 1.2% | -4.3% | -5.4% | 0.6%
CCC(CC)C(=O)N1CCN(c2ccccc2)CC1 | -14.1% | 0.4% | 3.5% | 1.7% | 0.2%
COc1ccc(-n2nc(C)c3c(=O)c4c([nH]c32)CCCC4)cc1 | ? | 7.6% | 6.6% | -9.1% | 1.2%
COC(=O)c1cc2c(n(-c3ccccc3)c1=O)CCCC2=O | . | . | . | -10.4% | 0.6%
CN1CCN(C(=O)c2cccc(S(=O)(=O)N3CCCC3)c2)CC1 | 7.0% | . | 15.2% | -9.9% | i
O=C(CSc1nnc(Cc2ccccc2)o1)Nc1ccccc1 | 4.1% | 12.2% | ? | 10.1% | 0.7%
CCCc1cc(C(=O)Nc2sc3c(c2C(=O)OCC)CCCC3)no1 | -2.1% | 0.6% | -14.7% | 0.3% | 0.2%
O=C(CCc1nnc(CCCc2ccccc2)o1)NCCCC1CCCC1 | 10.5µM* | -6.1% | ? | 3.0% | 0.3%
CC(C)CN(C(=O)CSc1nnc(C2CC2)n1-c1ccccc1)C1CCS(=O)(=O)C1 (stereo not given) | 1.5% | . | 12.3% | -5.3% | 1.6%
CC(=O)Nc1ccc(S(=O)(=O)NC(C)c2ccncc2)cc1 (stereo not given) | -1.1% | . | -8.0% | -13.7% | i
Cc1ccc2c(c1)N(CC(=O)N1CCCCCC1)C(=O)C(C)O2 (stereo not given) | 5.5% | -20.4% | -2.5% | 5.0% | 0.7%
O=C(NN=C1CCN(Cc2ccccc2)CC1)c1cccc(S(=O)(=O)Nc2ccccc2Cl)c1 | 0.9% | -2.7% | 11.9% | 2.3% | i
COCC1CCCN(C(=O)c2cc(COc3ccc(C(C)=O)cc3)on2)C1 (stereo not given) | -3.9% | -4.7% | 0.9% | -10.8% | 0.1%
Cc1cc(C)cc(NC(=O)c2sc3nc4n(c(=O)c3c2C)CCC4)c1 | 5.9% | 13.0% | -1.1% | 4.8% | 2.3%
Cc1noc(C)c1S(=O)(=O)N(CC(=O)N1CCn2c1nc1ccccc12)c1ccc(C(C)C)cc1 | 0.0% | 4.3% | . | -0.9% | 0.3%
COc1ccc(-n2ncc3c2CC(C)(C)CC3NC(=O)CCN2CCCCC2=O)cc1 (stereo not given) | -11.7% | -8.8% | 4.4% | 7.0% | 1.1%
Cc1nnc(NC2=NCCC2)s1 | -6.5% | 7.2% | -8.6% | -6.8% | 0.3%
O=C(CCNC(=O)Cn1ccc2ccccc2c1=O)NCc1ccccn1 | -7.0% | 21.1% | -5.2% | 2.7% | 2.8%
Cn1c2ccccc2c2cc(C(=O)NNS(=O)(=O)c3ccc(F)cc3)sc21 | 18.2% | 7.5% | 23.5% | 5.8% | 4.5%
NS(=O)(=O)c1ccc(CCNC(=O)c2ccc[nH]c2=S)cc1 | 0.3% | 3.9% | -35.9% | 0.2% | 2.2%
COc1ccc(CC(=O)Nc2cccc(SC)c2)cc1OC | . | . | . | -4.5% | i
CN(C)C(=S)Nc1cccc(-c2n[nH]c(=S)o2)c1 | 5.2% | -9.4% | 2.9% | 0.2% | 1.0%
COc1ccc(C2Oc3ccccc3C3=C2C(c2cccs2)n2ncnc2N3)cc1 (stereo not given) | 51.2µM* | -3.7% | 36.2% | 11.3% | 5.5%
CCCCNc1c(-c2ccc(SC3CCCCC3)c(OC)c2)nc2ccc(Cl)cn12 | ? | -37.2% | 18.3% | 7.3% | 1.6%
O=C(NC1CCN(Cc2ccc3ccccc3c2)CC1)c1ccccc1 | 0.1% | 0.6% | 19.4% | 16.2% | 10.0%
O=C(NCCN1CCN(Cc2ccccc2)CC1)Nc1cc(Cl)cc(Cl)c1 | 3.4% | 15.5% | 67.6% | 1.0% | i
COC(=O)c1c(C)oc(C)c1S(=O)(=O)NCc1cccs1 | -6.4% | 4.8% | -14.5% | -17.4% | 0.2%
Cc1cc(OCCCCCN2CCCC2)ccc1Cl | -11.1% | 122µM* | 45.5% | 3.9% | 0.3%
CC(C)(C)NS(=O)(=O)c1ccc2[nH]c3c(c2c1)CCCCC3 | 13.4% | -2.7% | 10.7% | 6.9% | 1.6%
CCc1ccccc1N1C(=O)[C@@H]2Cc3ccccc3CN2C1=O | -2.3% | 17.4% | 2.9% | -4.9% | 0.6%
CCOc1ccc2nc(NC(=O)C3(C)CC3(Br)Br)sc2c1 (stereo not given) | ? | 11.4% | 48.9% | -13.4% | 5.9%
O=C(O)CCCc1nc(-c2ccccc2)no1 | 1.8% | -3.1% | 0.4% | -10.8% | i
Cc1ccnc(NC(=O)CCC(=O)N(CC(=O)NCc2ccccc2)c2ccc3c(c2)OCO3)c1 | -1.2% | -3.2% | 1.1% | 3.2% | 8.9%
CC(C)(C)NC(=O)C(c1cccs1)N(C(=O)C(=O)NC1CCCC1)c1ccccc1F (stereo not given) | 1.6% | 1.2% | 8.1% | 0.8% | 3.9%
Cn1c(=O)c2[nH]c(SCCN3CCOCC3)nc2n(C)c1=S | . | . | . | -1.3% | i
COCCNC(=O)c1cc(-c2cccnc2)nc2ccc(Br)cc12 | -13.5% | -2.4% | -22.5% | 2.7% | 0.1%
COC(=O)CC1C(=O)NCCN1C(=O)CSc1nc2ccccc2o1 (stereo not given) | 4.4% | -1.6% | -3.1% | -4.2% | 0.6%
CCn1c(SCC(=O)Nc2cccc(NC(=O)c3ccco3)c2)nnc1-c1cccs1 | -5.7% | 9.1% | 3.2% | -0.7% | 10.9%
CC(NC(=O)COC(=O)/C=C/c1ccc([N+](=O)[O-])cc1)c1ccccc1 (stereo not given) | 10.9% | -2.2% | 79.7% | 3.5% | 1.1%
CC(C)(C)c1cnnn1-c1ccc(-c2csc(N)n2)cc1 | -4.2% | -14.3% | 19.8% | -4.2% | i
Cc1cccc(C(=O)Nc2ccc(NC(=O)c3ccccc3)cc2)c1 | 10.9% | 4.6% | 42.5% | -4.8% | 7.9%
Cc1ccc(C)c(NC(=S)N2CCCC2)c1 | -0.7% | -6.2% | -3.9% | -13.0% | i
COc1ccc(-n2nc(C(N)=O)nc2-c2ccccc2)cc1 | -4.1% | 8.2% | -11.6% | -20.4% | 0.9%
Cc1cccc2[nH]c(CN(C)Cc3nc(CC4CC4)no3)nc12 | -3.9% | -7.2% | -4.2% | 2.4% | 1.4%
Cc1ccccc1C(=O)N1CCN(c2ccccn2)CC1 | 0.6% | -6.1% | -2.8% | -1.3% | 0.1%
O=C(NCCO)C(O)C(O)C(=O)NCCO (stereo not given) | -11.2% | 1.7% | -6.8% | 9.5% | 1.8%
Cc1c(N2C(=O)/C(=C/c3cccc4ccccc34)SC2=S)c(=O)n(-c2ccccc2)n1C | -8.0% | 10.4% | 7.2% | >100µM* | i
COc1ccc(N2CC(C(=O)N[C@H](C(=O)NC3CCCC3)C(C)C)CC2=O)cc1 (stereo not given in full) | -3.9% | 0.9% | 1.9% | -0.1% | 0.1%
Nc1n[nH]c(-c2cccc([N+](=O)[O-])c2)n1 | -31.6% | 0.9% | -3.8% | -0.9% | 0.7%
Continuation.
SMILES | M. tuberculosis HTS | Salmonella PhoP GFP | tuberculosis growth | influenza NS1A | VEEV TC-83 Vero | others
Cc1ccc(NC2CCCN(C(=O)c3cccc4nccnc34)C2)cc1C (stereo not given) | -9.4% | -7.8% | 0.2% | -5.1% | 1.2%
Cc1cc(C)n(CCN(C)C(=O)CCc2nnc(CCC3CCCCC3)o2)n1 | -3.7% | -4.0% | 20.2% | -5.4% | 0.1%
Cc1ccc2[nH]c(=O)c(CN(Cc3ccccc3)C(=S)NCCCN(C)C)cc2c1 | 5.7% | 4.7% | 35.8% | 11.1% | 8.7%
CC(=O)c1c(C)oc2ccc(N(C(C)=O)S(=O)(=O)c3ccc(Br)cc3)cc12 | -7.1% | -7.7% | -0.9% | -6.7% | 3.5%
COc1ccc(-c2nc(-n3c(C)c(C(C)=O)c(C(C)=O)c3C)sc2C)cc1 | 2.7% | 8.2% | 23.5% | 22.1% | i

An unsorted share of the library; overall some 1.5% were active at least once.
